Screening results (PubChem)
APJ antag – antagonists of human apelin receptor APJ, primary screen, CHO-K1 cells, beta-arrestin complementation, luminescence; inhibition, % at 20 µM; 330,000 tested, 0.32% active; P35414;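 active = inhibition above about 40% at 20 µM, limit read from the data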;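 note: cells challenged with 10 nM apelin-13 agonist together with compound; plate controls were apelin-13 plus DMSO wells for no effect and DMSO wells lacking apelin-13 for full effect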
Target sequence (P35414 whole entry, looked up): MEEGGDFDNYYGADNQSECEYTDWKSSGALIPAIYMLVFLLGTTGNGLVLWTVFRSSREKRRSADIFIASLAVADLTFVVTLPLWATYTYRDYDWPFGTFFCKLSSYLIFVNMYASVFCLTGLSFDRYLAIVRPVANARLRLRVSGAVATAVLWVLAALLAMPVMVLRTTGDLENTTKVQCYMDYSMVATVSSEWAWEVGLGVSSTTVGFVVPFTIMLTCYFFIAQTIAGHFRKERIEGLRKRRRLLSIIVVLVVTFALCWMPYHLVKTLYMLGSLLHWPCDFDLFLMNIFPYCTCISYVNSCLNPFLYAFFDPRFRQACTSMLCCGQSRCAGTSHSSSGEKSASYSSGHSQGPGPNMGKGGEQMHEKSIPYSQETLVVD
NALP3 yeast inh – NALP3 inflammasome inhibitors in reconstituted yeast, primary screen, luminescence, uHTS; inhibition, % at 10 µM; Yeast reconstituted NLRP3/ASC/caspase-1, beta-gal luminescence, 24 h; 330,000 tested, 0.39% active;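 active = inhibition of 50% or more; inactive = inhibition below 50%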;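 note: plate controls were induced DMSO wells for no effect and uninduced yeast grown without galactose for full effect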
tim23-1 inh – growth inhibitors of tim23-1 mutant yeast, primary screen, luminescence, uHTS | 330,000 tested, 1.3% active | inhibition, % at 20 µM | S. cerevisiae tim23-1 growth, BacTiter-Glo luminescence, 24 h;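 active = growth inhibition of the mutant yeast at or above 50%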;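 note: temperature-sensitive mutant grown at 25 °C; plate controls were DMSO-treated mutant yeast for no effect and medium wells lacking yeast for full effect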
APJ agonist – agonists of human apelin receptor APJ, primary screen, CHO-K1 cells, PathHunter beta-arrestin, luminescence. 0% DMSO wells, 100% apelin. activation, % at 20 µM. 330,000 tested, 0.11% active. AID 2520, 2010;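 active = activation more than six SD over the plate average, tested at 20 µM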;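 note: 0% = DMSO alone and 100% = apelin-13 at 10 nM; some results filed as inactive read as strong as hits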
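Material: CHO-K1 APJ beta-arrestin complementation cell line; Input: cell density 1000 per well; Incubation: compound stimulation 90 min at 25 °C, detection 60 min; Signal: luminescence from split beta-galactosidase complementation, Galacton Star/Emerald II substrate; Controls: DMSO-only wells as negative, 10 nM Apelin-13 as positive control.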
TIM10 inh – growth inhibitors of isogenic TIM10 control yeast, primary screen, counter-screen for tim10-1 yeast inhibitor project, luminescence, uHTS; S. cerevisiae TIM10 strain growth, BacTiter-Glo luminescence, 24 h; inhibition, % at 10 µM; 330,000 tested, 1.4% active; AID 463195, 2010;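 active = inhibition of 40% or more at the single tested concentration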;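 note: wild-type TIM10 isogenic control strain grown at permissive 25 °C; 0% = DMSO yeast wells and 100% = minimal medium wells without yeast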
NR3A LBD binder – binders of NR3A ligand-binding domain, primary screen, biophysical, differential scanning fluorimetry, uHTS. NR3A LBD differential scanning fluorimetry, Tm shift; 0% = protein alone, 100% = glycine-bound protein. AID 1259313, 2017. Glutamate receptor ionotropic, NMDA 3A (GRIN3A) ligand-binding domain. Tm shift relative to glycine control, % at 25 µM. 340,000 tested, 2.5% active;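 active = melting temperature shift of at least 10% of the positive control shift, at one fixed dose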
tim10-1 inh – growth inhibitors of tim10-1 mutant yeast, primary screen, luminescence, uHTS; 330,000 tested, 2.2% active; AID 463190, 2010; S. cerevisiae tim10-1 ts strain growth, BacTiter-Glo, 24 h; inhibition, % at 20 µM;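 active = inhibition of at least 40%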;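 note: mutant grown at 25 °C; 0% = DMSO wells with yeast and 100% = wells holding no yeast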
MPTP inh – mitochondrial permeability transition pore inhibitors, primary screen, biochemical, isolated mouse mitochondria, absorbance; Ca2+ swelling absorbance, 30 min; inhibition, % at 10 µM; 360,000 tested, 1.4% active;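 active = inhibition of 50% or more, scaled per plate between neutral and stimulator controls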;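 note: 0% = DMSO wells given calcium and 100% = 1 mM EGTA wells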
beta cell repl – inducers of MIN6 beta-cell proliferation, primary screen, ATP luminescence, uHTS | MIN6 cells proliferation, ATPlite luminescence, 48 h; cells starved in 0.2% serum; 100% = growth in 10% serum | 330,000 tested, 0.29% active | proliferation, % at 10 µM | AID 2380, 2010;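 active = compounds whose signal lies at least 3.5 SD above the mean of all wells on their plate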;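 note: 0% = DMSO-treated cells in low-serum medium and 100% = 10% serum control; some compounds called inactive have numbers as strong as hits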
An asterisk follows results filed as active; . = not tested or not shown.

SMILES	APJ antag	NALP3 yeast inh	tim23-1 inh	APJ agonist	TIM10 inh	NR3A LBD binder	tim10-1 inh	MPTP inh	beta cell repl
CCc1nnc(NC(=O)c2ccc(S(=O)(=O)N3CCCCC3C)cc2)s1 (stereo not drawn)	18	4	11	1	10	-1	5	1.0	-2
CCOC(=O)c1cc(-c2ccc(Cl)cc2)nc2c1c(C)nn2CCC#N	13	22	18	-7	20	-35	10	-2.6	3
CN(c1ccccc1)S(=O)(=O)c1cccc(C(=O)NC2CCCCC2)c1	14	17	24	-4	4	4	5	-0.5	7
C=CCNCCOc1cccc(Br)c1	4	0	7	-3	-16	0	-4	-3.5	1
Cn1c(SCC(=O)Nc2cccc(F)c2)nc2c(c1=O)SCC2	4	9	8	15	-12	2	-11	-1.9	-2
CCOC(=O)C1=CSC2=NS(=O)(=O)CCN12	15	16	14	-4	12	1	8	-0.5	-1
CC(C)c1ccccc1OCC(=O)N1CCCCCCC1	-9	18	24	0	2	-1	22	0.2	0
CCOc1ccc(NC(=O)CSc2nnnn2-c2ccc(C(N)=O)cc2)cc1	1	17	-22	1	-14	0	-25	4.8	-2
COc1cccc(NS(=O)(=O)c2ccc3c(c2)NC(=O)C(C)S3)c1 (stereo not drawn)	-3	24	8	0	0	-5	3	0.3	-3
CC1=C(C(=O)OCC(C)C)[C@]23C(=O)c4ccccc4[C@@]2(O1)OC(N)=C3C#N	-3	-2	27	-1	-3	2	36	-0.1	3
Cn1c(SCC(=O)NC2CC2)nnc1-c1ccccn1	-6	7	2	0	3	0	5	-0.8	5
CC(=O)Nc1ccc(OCC(O)CN2CCN(S(=O)(=O)c3ccc(NC(C)=O)cc3)CC2)cc1 (stereo not drawn)	30	-6	4	-2	1	-3	10	-2.0	-1
CCC1CN(C(=O)NCc2cccc(OC)c2)c2ccccc2O1 (stereo not drawn)	17	29	14	-3	6	-1	12	3.5	3
CN(C)S(=O)(=O)c1ccc(N2CCCC2)c(C(=O)OCC(=O)N2CCN(c3ccccc3)CC2)c1	29	-2	6	-5	-4	0	-2	-1.5	-4
CCOC(=O)N1CCN(S(=O)(=O)c2cc(OCC(N)=O)c(C)cc2Cl)CC1	13	2	12	5	-1	2	4	-2.0	-2
Cn1c(N)c(C(=O)COC(=O)COc2ccccc2Cl)c(=O)n(C)c1=O	-35	2	14	-5	13	2	20	-0.8	2
COc1ccccc1-c1ccc(Nc2cccc(C(F)(F)F)c2)nn1	-24	3	-5	-1	-8	-2	8	-7.6	-5
N#Cc1nc(-c2cccs2)oc1NCCc1ccccc1	1	71*	36	1	65*	4	57*	2.6	-3
Cc1ccc2nc(C3CCCCC3)[nH]c2c1	8	34	9	-2	-9	-1	4	2.5	-3
CCC(C)NC(=O)Cn1cc2c(n1)CCC(C)C2 (stereo not drawn)	-37	6	-10	-2	0	-4	-11	-0.5	-3
Oc1ccc(C(=S)N2CCCCC2)cc1Cl	2	-45	23	-4	14	1	22	4.3	-3
COc1ccc(Nc2nc(C)cc(C)c2C(N)=O)c(OC)c1	1	19	7	-2	9	1	8	0.3	-2
O=C(Cn1ccnc1)c1ccc(O)c(O)c1	1	29	-3	-1	0	0	-12	-1.5	3
CCCCC(c1nnnn1CC1CCCO1)N1CCN(c2ccccc2)CC1 (stereo not drawn)	10	4	21	-3	2	-1	0	-1.9	0
O=S(=O)(/C=C/c1ccccc1)NC1CCCCCCC1	5	36	29	-1	-46	0	-7	1.4	0
O=c1cc(CN2CCN(c3ccc(F)cc3)CC2)nc2sccn12	13	8	6	-1	3	-1	4	3.5	-1
CCc1ccc(N2CN=c3s/c(=C\c4ccccc4)c(=O)n3C2)cc1	6	26	9	1	7	2	14	0.0	-3
CCCCOC(=O)CSC1=C(C#N)C(c2cccnc2)C(C(=O)OCC)=C(c2ccccc2)N1 (stereo not drawn)	0	5	21	-4	13	1	32	1.1	-3
Cc1ccc(-n2nnnc2-c2nc3ccccc3s2)cc1	15	17	2	-1	-6	1	14	0.5	1
O=C(CCN1C(=O)/C(=C/c2ccc(F)cc2)SC1=S)NCCCn1ccnc1	-5	11	14	3	6	2	22	2.5	-1
O=C(CCCCCNC(=O)N1CCn2c1nc1ccccc12)NCc1ccccc1Cl	6	12	18	0	3	-1	7	-0.3	-3
Cc1nnsc1C(=O)N/N=C/c1ccc2ccccc2c1O	14	20	-8	-1	-14	-4	7	56*	0
CC(=O)Nc1ccc(-c2ccnc(-c3ccc(NC(C)=O)cc3)n2)cc1	-2	-8	3	3	9	-12	7	-2.7	0
NS(=O)(=O)c1ccc(NC(=S)Nc2ccc(F)c(F)c2)cc1	15	15	10	1	-3	-1	13	67*	0
CN(CC(O)COCc1cccs1)C1CCCCC1 (stereo not drawn)	11	6	10	-4	-5	1	-5	-3.9	0
O=C(O)C1CCCN1C(=O)Nc1ccc(F)cc1 (stereo not drawn)	14	-4	-13	-2	-9	-1	1	1.8	0
CN(C)C(CNc1ccc(C(F)(F)F)cc1[N+](=O)[O-])c1ccccc1 (stereo not drawn)	13	-15	34	-1	20	-1	28	62*	-2
CCOC(=O)N1CCN(S(=O)(=O)c2ccc(C(=O)N(CCCN(C)C)c3nc4ccc(CC)cc4s3)cc2)CC1	-5	19	18	3	22	-3	43*	0.5	-7
Cc1ccc([C@@H]2[C@@H]3C(=O)N(C)C(=O)[C@@H]3[C@]3(Cc4ccccc4)C(=O)N(CCO)CC(=O)N23)o1	4	19	8	4	9	2	1	-1.9	5
COc1ccc(S(=O)(=O)Nc2ccc3c(c2)C(=O)N([C@@H](C)CO)C[C@H](C)[C@H](CN(C)CC2CC2)O3)cc1	4	-4	13	-5	3	-1	12	-0.7	1
CCOc1ccccc1NC(=O)CSc1nnc(Cc2ccc(OC)cc2)c(=O)n1N	2	5	23	1	20	-2	16	-0.1	1
COc1cc(Cl)c(C)cc1NC(=O)CSCC#N	-13	20	21	0	-1	-3	22	3.3	-1
COc1ccccc1NC(=O)COC(=O)CCC(=O)c1cccs1	2	-3	6	0	5	1	1	-1.8	3
C=CCNC(=O)c1c(Br)cnn1-c1ccc(C)cc1	-20	4	14	0	3	1	6	0.1	-1
Cc1ccc(OCc2cc(C(=O)NCCc3cccnc3)no2)cc1C	-2	42	13	2	-4	-2	26	-0.8	-6
Cc1cc(NC(=O)c2ccc(Cl)cc2)n(-c2ccccc2)n1	3	17	20	0	20	0	14	0.2	0
CCCCCCCCCCC[C@@H](C[C@@H]1OC(=O)[C@H]1CCCCCC)OC(=O)[C@H](CC(C)C)NC=O	4	11	-9	-8	18	-5	23	0.3	-8
Cc1nnc(SCC2CCCO2)n1-c1ccccc1 (stereo not drawn)	-18	14	9	0	7	-2	9	-1.1	2
CC(C)(C)c1cc(-c2ccccc2)no1	11	6	15	-4	-2	0	-6	3.0	-2
Cc1ccc(NC(=O)N2CCN(Cc3ccc4c(c3)OCO4)CC2)cc1	10	6	3	-6	-12	0	4	-1.1	2
COc1ccc(CCNC(=O)C2CCCN2C(=O)Nc2cccc(OC)c2)cc1 (stereo not drawn)	-13	11	8	-1	10	2	-5	-2.0	-1
COc1ccc(CC(=O)OCC(=O)N(C)C2CCS(=O)(=O)C2)cc1OC (stereo not drawn)	-40	1	23	1	12	-2	14	-0.7	-7
Cn1c(SCC(=O)Nc2ccc(C(N)=O)cc2)nc2c(c1=O)SCC2	-8	1	7	2	-3	1	6	-1.3	-5
CN(C)c1ccc(-c2nn3c(-c4ccccc4Cl)nnc3s2)cc1	-6	21	7	-6	11	-10	25	16	-6
CCCN(CC(=O)Nc1ccccc1OC)C(=O)c1ccc2[nH]c3c(c2c1)CC(C)CC3 (stereo not drawn)	0	-12	43	-2	23	-2	41*	-0.8	-7
CCOC(=O)C1=CN(CC)S(=O)(=O)NC1c1ccccc1 (stereo not drawn)	.	.	39	.	-1	-1	19	-1.1	.
CCc1nccn1CCC(=O)NC1CCCc2c1cnn2-c1ccc(F)cc1F (stereo not drawn)	18	12	1	0	1	1	-18	0.4	-4
CC(C)C(=O)N1CCN(c2ccc([N+](=O)[O-])c(NC(C)c3ccccc3)c2)CC1 (stereo not drawn)	-26	8	28	-4	9	0	23	-12	0

Profiles, quoted from the list:
`Oc1ccc(C(=S)N2CCCCC2)cc1Cl` in the list: APJ antag = 2; NALP3 yeast inh = -45; tim23-1 inh = 23; APJ agonist = -4; TIM10 inh = 14; NR3A LBD binder = 1; tim10-1 inh = 22; MPTP inh = 4.3; beta cell repl = -3
`CCOC(=O)N1CCN(S(=O)(=O)c2ccc(C(=O)N(CCCN(C)C)c3nc4ccc(CC)cc4s3)cc2)CC1` in the list: APJ antag = -5; NALP3 yeast inh = 19; tim23-1 inh = 18; APJ agonist = 3; TIM10 inh = 22; NR3A LBD binder = -3; tim10-1 inh = 43*; MPTP inh = 0.5; beta cell repl = -7

Sorted by number of heavy atoms (highest first): part of the list above.
SMILES	APJ antag	NALP3 yeast inh	tim23-1 inh	APJ agonist	TIM10 inh	NR3A LBD binder	tim10-1 inh	MPTP inh	beta cell repl
CCCCCCCCCCC[C@@H](C[C@@H]1OC(=O)[C@H]1CCCCCC)OC(=O)[C@H](CC(C)C)NC=O	4	11	-9	-8	18	-5	23	0.3	-8
CCCN(CC(=O)Nc1ccccc1OC)C(=O)c1ccc2[nH]c3c(c2c1)CC(C)CC3 (stereo not drawn)	0	-12	43	-2	23	-2	41*	-0.8	-7
CCOc1ccccc1NC(=O)CSc1nnc(Cc2ccc(OC)cc2)c(=O)n1N	2	5	23	1	20	-2	16	-0.1	1
CC(C)C(=O)N1CCN(c2ccc([N+](=O)[O-])c(NC(C)c3ccccc3)c2)CC1 (stereo not drawn)	-26	8	28	-4	9	0	23	-12	0
COc1ccc(CC(=O)OCC(=O)N(C)C2CCS(=O)(=O)C2)cc1OC (stereo not drawn)	-40	1	23	1	12	-2	14	-0.7	-7
Cn1c(SCC(=O)Nc2ccc(C(N)=O)cc2)nc2c(c1=O)SCC2	-8	1	7	2	-3	1	6	-1.3	-5
COc1ccccc1NC(=O)COC(=O)CCC(=O)c1cccs1	2	-3	6	0	5	1	1	-1.8	3
Cc1cc(NC(=O)c2ccc(Cl)cc2)n(-c2ccccc2)n1	3	17	20	0	20	0	14	0.2	0
CCOC(=O)C1=CN(CC)S(=O)(=O)NC1c1ccccc1 (stereo not drawn)	.	.	39	.	-1	-1	19	-1.1	.
Cc1nnc(SCC2CCCO2)n1-c1ccccc1 (stereo not drawn)	-18	14	9	0	7	-2	9	-1.1	2
COc1cc(Cl)c(C)cc1NC(=O)CSCC#N	-13	20	21	0	-1	-3	22	3.3	-1
CC(C)(C)c1cc(-c2ccccc2)no1	11	6	15	-4	-2	0	-6	3.0	-2
